Tau filament bind = qHTS Assay for Tau Filament Binding; Microtubule-associated protein tau (Homo sapiens), P10636; recombinant tau filaments, thioflavin S fluorescence, 15 h; filaments grown with octadecylsulfate alongside compound; Potency, µM (series often up to 57.1 µM), inactives show at the highest dose activity change, negative = inhibition; 2% of 71,000 active;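 note: potency is the fitted concentration of half-maximal effect; % is set by controls: 0 for no effect and ±100 for the full control effect; actives lower thioflavin S fluorescence by blocking filaments or displacing dye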
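Thioflavine S fluorescence (ex 450, em 510 nm) reports filaments formed from 1 uM human tau plus 30 uM ODS over 15 h at 37 C (10 mM HEPES pH 7.4, 100 mM NaCl, 5 mM DTT); compounds displacing dye or blocking filaments lower signal.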
HBB splicing = qHTS Assay for Modulators of Hemoglobin Beta Chain Splicing. HBB splicing reporter cell assay, activation; EGFP reporter with mutant IVS2-654 intron; response scale: normalised to 500 nM splice-correcting PNA. Potency, µM (series often up to 46.1 µM), for inactives: top-dose activation, most hits filed as activators. 0.06% of 65,000 active. AID 925, 2007; note: potency is the fitted concentration of half-maximal effect; 0% is about no effect
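Compounds were applied for 2 days to HeLa EGFP-654 cells, 500/well in Optimem with 2% FCS. The reporter's EGFP is disrupted by mis-splicing of beta-globin intron IVS2-654. Readout: summed well GFP fluorescence from 488 nm laser scanning; reference was 500 nM antisense […] 654 PNA.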
Ub-GFP proteasome = Ubiquitin-GFP Assay | Ubiquitin-GFP reporter cells, proteasome inhibition, GFP fluorescence; response scale: untreated = 0%, 10 µM MG-132 = 100% | Potency, µM (highest dose often 45.9 µM), without a hit: top-dose activation (GFP accumulation), usual class: activators | 67,000 tested, under 10 active | AID 526, 2006; active = well fitted activation curve with a large enough effect, not every such curve was filed as active; inconclusive = small, poorly fitted or top-dose-only effect, or another doubt; inactive = no such curve, though single readings can be large or run the other way; note: potency is the fitted concentration of half-maximal effect
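GFP accumulation read-out: laser plate cytometry counting ubiquitin(G76V)-GFP-expressing U2OS cells after 4 hr compound exposure at 37 °C. Titrations spanned 46 uM to 2.9 nM; 0% = basal, 100% = 10 uM MG-132; concentration-response curves fitted.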
ALOX15 inhib = qHTS Assay for Inhibitors of 15-hLO (15-human lipoxygenase) | Polyunsaturated fatty acid lipoxygenase ALOX15 (Homo sapiens), P16050 | Potency, µM (doses to about 57.1 µM), inactives show top-dose activity change, negative = inhibition, usual class: inhibitors | AID 887, 2007 | 1.4% of 74,000 active | purified 15hLO-1, xylenol orange hydroperoxide absorbance; note: potency is the fitted concentration of half-maximal effect; % is set by controls: 0 for no effect and ±100 for the full control effect; nearly all actives have a fitted effect of over 55% in size
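Readout: Fe(III)-xylenol orange absorbance, 573-to-405 nm ratio as reaction progress. Enzyme 40 nM purified human 15hLO-1, substrate 50 uM arachidonic acid, 6 min RT after 15 min compound preincubation; Hepes pH 7.5 buffer with Triton X-100.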
Hsp90 Hop PPI = qHTS Assay for Disrupters of an Hsp90 Co-Chaperone Interaction | Hsp90 C-terminal peptide / TPR2A (Hop) interaction, human | AlphaScreen TPR2A-His6 binding biotin-Hsp90 C-terminal peptide | Potency, µM (series often up to 57 µM), for inactives: at the top dose activity change, negative = inhibition | 0.44% of 71,000 active; active = well fitted curve in either direction with a large enough effect; inconclusive = small, poorly fitted or top-dose-only effect, or another doubt; note: potency is the fitted concentration of half-maximal effect; % is set by controls: 0 for no effect and ±100 for the full control effect; many of its hits are not listed in these tables
ERK AVP inh = qHTS Assay for Inhibitors of the ERK Signaling Pathway using a Homogeneous Screening Assay; HEK293-V1b, vasopressin-stimulated pERK AlphaScreen; Potency, µM (top dose mostly 57.5 µM), for the others: at the top dose activity, negative = inhibition, most hits filed as inhibitors; 0.99% of 72,000 active; AID 995, 2007; note: potency is the fitted concentration of half-maximal effect; % is set by controls: 0 for no effect and ±100 for the full control effect; nearly all actives have a fitted effect of over 55% in size
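HEK293 cells stably expressing V1b receptor, preincubated 30 min at 37 °C with compound, then stimulated 5 min with 25 nM vasopressin. Phospho-ERK by AlphaScreen SureFire after 5 h RT; normalized to DMSO and vasopressin; AC50 by Hill fit.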
Luciferase inh = qHTS Assay for Inhibitors of Firefly Luciferase; Luciferin 4-monooxygenase (Photinus pyralis), P08659; purified firefly luciferase, luminescence, 8 min; AID 411, 2009; 2.2% of 72,000 active; Potency, µM (doses to about 57.1 µM), without a hit: at the highest dose activity change, negative = inhibition, hits mostly inhibitors; note: potency is the fitted concentration of half-maximal effect; % is set by controls: 0 for no effect and ±100 for the full control effect; nearly all actives have a fitted effect of over 40% in size
Target sequence (P08659 whole entry, looked up): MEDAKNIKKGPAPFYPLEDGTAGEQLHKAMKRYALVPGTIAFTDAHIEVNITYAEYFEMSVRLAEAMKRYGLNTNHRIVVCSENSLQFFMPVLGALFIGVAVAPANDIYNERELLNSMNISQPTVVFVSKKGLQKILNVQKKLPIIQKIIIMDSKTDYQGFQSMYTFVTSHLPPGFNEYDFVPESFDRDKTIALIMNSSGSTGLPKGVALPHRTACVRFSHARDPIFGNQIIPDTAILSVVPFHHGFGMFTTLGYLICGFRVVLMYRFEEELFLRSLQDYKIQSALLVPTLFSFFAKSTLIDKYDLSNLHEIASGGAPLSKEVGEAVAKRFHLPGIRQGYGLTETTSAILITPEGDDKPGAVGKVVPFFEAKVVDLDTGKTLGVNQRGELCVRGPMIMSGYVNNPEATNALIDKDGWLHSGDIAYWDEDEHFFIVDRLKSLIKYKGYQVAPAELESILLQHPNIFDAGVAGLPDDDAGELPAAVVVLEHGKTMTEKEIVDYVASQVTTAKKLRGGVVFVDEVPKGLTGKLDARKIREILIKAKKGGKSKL
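Compounds were tested as concentration series (qHTS) against purified P. pyralis luciferase with luciferin and 10 uM ATP in 50 mM imidazole pH 7.2, 50 mM KCl, 7 mM MgCl2, 0.01% Tween 20, 0.05% BSA. Luminescence was read after 8 min at ambient temperature.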
Epigenetic mod = qHTS Assay for Epigenetic Modulators | Potency, µM (top dose mostly 46.1 µM), inactives show top-dose GFP derepression (activation) | 0.09% of 68,000 active | mouse C127i GFP locus derepression, cytometry, 30 h; note: % of control where 0% means no effect
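Murine C127i mammary cells carrying a silenced, stably integrated CMV-driven GFP reporter were treated with compound for 30 hours at 37 C. After PBS washes, GFP-positive cells were counted by laser-scanning microplate cytometry.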
HADH2 inh = qHTS Assay for Inhibitors of HADH2 (Hydroxyacyl-Coenzyme A Dehydrogenase, Type II) | 3-hydroxyacyl-CoA dehydrogenase type-2 (Homo sapiens), Q99714 | recombinant HADH2, NADH fluorescence, beta-hydroxybutyryl-CoA | Potency, µM (top dose mostly 57.1 µM), for the others: at the top dose activity change, negative = inhibition, most hits filed as inhibitors | 3.4% of 73,000 active | AID 886, 2007; note: potency is the fitted concentration of half-maximal effect; % is set by controls: 0 for no effect and ±100 for the full control effect; nearly all actives have a fitted effect of over 60% in size; many of its hits are not listed in these tables
Target sequence (Q99714 whole entry, looked up, one chain of several): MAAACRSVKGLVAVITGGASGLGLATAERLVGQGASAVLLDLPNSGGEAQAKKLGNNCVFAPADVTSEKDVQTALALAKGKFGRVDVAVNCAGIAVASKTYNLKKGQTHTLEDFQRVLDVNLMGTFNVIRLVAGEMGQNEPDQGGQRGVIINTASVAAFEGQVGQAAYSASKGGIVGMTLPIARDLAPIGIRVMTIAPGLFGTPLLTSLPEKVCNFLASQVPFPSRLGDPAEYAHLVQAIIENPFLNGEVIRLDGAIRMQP
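Buffer 100 mM Tris-HCl pH 9.0/0.01% Tween-20; HADH2 20 nM; NAD+ 1 mM; beta-hydroxybutyryl-CoA 90 uM (all final). 15 min cpd preincubation, RT.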
CRE Fsk mod = Cell signaling CRE-BLA (Fsk stim) | CHO CRE-bla reporter (cAMP response element driving beta-lactamase), forskolin EC10, beta-lactamase ratio | Potency, µM (top dose mostly 38.2 µM), without a hit: at the highest dose activity change, negative = inhibition, hits mostly activators | 2.5% of 71,000 active; active = well fitted activation curve with a large enough effect in the signal ratio, with a control signal flat, not every such curve was filed as active; inconclusive = small, poorly fitted or top-dose-only effect, or effect the other way, or a change in a side signal; the % refers to the signal ratio; note: potency is the fitted concentration of half-maximal effect; % of control where 0% means no effect
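Modulation of forskolin signalling: compounds in titration series added with EC10 NKH 477 to CHO cells carrying a CRE-driven beta-lactamase reporter, 3 h, 37C. CCF4 FRET ratio (460/530 nm, ex 405 nm) gives %activity and AC50.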
Pol III holo inh = qHTS Assay for Inhibitors of DNA Polymerase III Holoenzyme System; reconstituted DNA polymerase III holoenzyme replication, biochemical; Potency, µM (doses to about 57.1 µM), for the others: at the highest dose activity change, negative = inhibition; 0.25% of 71,000 active; AID 603, 2007; note: potency is the fitted concentration of half-maximal effect; % is set by controls: 0 for no effect and ±100 for the full control effect
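Reconstituted *E. coli* holoenzyme (0.35 nM Pol III, 1 nM beta, 154 nM SSB, 2 nM primase) was preincubated with compound for 15 min at RT. Synthesis on 1.4 nM ssM13Gori ran 35 min, then was stopped with PicoGreen/EDTA and read as dsDNA fluorescence.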
Numbers without * were called inactive; i = inactive; u = inconclusive; x = no result given; [ ] = dose if it differs, or a comment. Unless noted, calls come from the whole dose curve; as a rule, active = well fitted curve in the direction sought with a large enough effect; inconclusive = small, poorly fitted or top-dose-only effect, or another doubt; inactive = no such curve, though single readings can be large; an effect the other way counts as inactive or inconclusive. This is a subset; the hit share may differ from the screen's.

SMILES	Tau filament bind	HBB splicing	Ub-GFP proteasome	ALOX15 inhib	Hsp90 Hop PPI	ERK AVP inh	Luciferase inh	Epigenetic mod	HADH2 inh	CRE Fsk mod	Pol III holo inh
N#CCCNC(=O)CCN1CCOCC1	-1%	-1.0%	-2%	-15%	-6%	-4%	1%	0%	88%[activator]	1%	-4%
Cc1ccc(NC2=CC(=O)CC(c3ccco3)C2)c(N)c1 (centres undefined)	-29%	0.8%[9.22 µM]	-10%	-3%	-4%	-15%	2%	0%	-13%	-7%	-3%
CCc1nnc(NC(=O)CCC(=O)N2CCN(CCc3ccccc3)CC2)s1	115%	-1.6%	-2%	2%	-3%	2%	-1%	4%	9%	-2%	-5%
COC(=O)c1ccc(CN2CCN(Cc3ccc(C(=O)OC)o3)CC2)o1	2%	-1.3%	-2%	14%	0%	8%	3%	-1%	5%	u	-2%
O=C(CN1CCOCC1)Nc1ccc(Oc2ccccc2)cc1	1%	-0.2%	-6%	11%	-5%	3%	-2%	0%	10%	5%	-5%
Cc1ccc2c(c1)C(c1ccccc1)N(C(=O)C(C)C)CC(=O)N2 (centres undefined)	-8%	-0.6%	-2%	-14%	u	x	1%	x	9%	-12%	-6%
CCOC(=O)C(C)n1cnc2c(nnn2-c2ccc(OC)cc2)c1=O (centres undefined)	-6%	2.5%[1.84 µM]	10%	4%	-1%	2%	-1%	-2%	4%	u	-2%
CCC(=O)Nc1ccc(NC(=O)c2ccccc2Cl)nc1	-7%	-1.1%	-5%	-3%	0%	21%	-12%	2%	6%	1%	-2%
CCOC(=O)c1c(C)oc(/N=C/c2ccccc2O)c1C#N	-6%	-1.4%	-6%	10%	-5%	-7%	-1%	3%	-6%	15%	-2%
O=c1[nH]c(=O)n(Cc2ccccc2)c2nc(-c3ccco3)cc(C(F)(F)F)c12	u	-1.8%	-4%	-20%	2%	1%	1%	14%	i	2.5µM*	-1%

A second format for part of the listing above.
SMILES | Tau filament bind | HBB splicing | Ub-GFP proteasome | ALOX15 inhib | Hsp90 Hop PPI | ERK AVP inh | Luciferase inh | Epigenetic mod | HADH2 inh | CRE Fsk mod | Pol III holo inh
N#CCCNC(=O)CCN1CCOCC1 | -1% | -1.0% | -2% | -15% | -6% | -4% | 1% | 0% | 88%[activator] | 1% | -4%
Cc1ccc(NC2=CC(=O)CC(c3ccco3)C2)c(N)c1 (centres undefined) | -29% | 0.8%[9.22 µM] | -10% | -3% | -4% | -15% | 2% | 0% | -13% | -7% | -3%
CCc1nnc(NC(=O)CCC(=O)N2CCN(CCc3ccccc3)CC2)s1 | 115% | -1.6% | -2% | 2% | -3% | 2% | -1% | 4% | 9% | -2% | -5%
COC(=O)c1ccc(CN2CCN(Cc3ccc(C(=O)OC)o3)CC2)o1 | 2% | -1.3% | -2% | 14% | 0% | 8% | 3% | -1% | 5% | u | -2%
O=C(CN1CCOCC1)Nc1ccc(Oc2ccccc2)cc1 | 1% | -0.2% | -6% | 11% | -5% | 3% | -2% | 0% | 10% | 5% | -5%
Cc1ccc2c(c1)C(c1ccccc1)N(C(=O)C(C)C)CC(=O)N2 (centres undefined) | -8% | -0.6% | -2% | -14% | u | x | 1% | x | 9% | -12% | -6%

The listing continues.
SMILES	Tau filament bind	HBB splicing	Ub-GFP proteasome	ALOX15 inhib	Hsp90 Hop PPI	ERK AVP inh	Luciferase inh	Epigenetic mod	HADH2 inh	CRE Fsk mod	Pol III holo inh
Cc1ccc(NC2=NCC(=O)N2c2ccc3c(c2)OCCO3)c(C)c1	-2%	x	-5%	4%	-1%	2%	0%	0%	7%	1%	-4%
NS(=O)(=O)c1cccc2cccnc12	1%	2.6%	3%	4%	u	25%	3%	-1%	16%	7%	-2%
Cc1cc(C)nc(NS(=O)(=O)c2ccccc2)n1	-4%	x	0%	-3%	u	10%	3%	-1%	-1%	u	0%
CCC(C)NS(=O)(=O)c1ccc(NC(=O)c2c(-c3ccccc3)noc2C)cc1 (centres undefined)	-16%	-0.6%	16%	-12%	2%	-5%	-1%	2%	3%	-4%	4%
CN(C)Cc1ccccc1-c1nc(NCc2cccs2)c2ccccc2n1	148%	0.8%	3%	3%	-3%	40%[activator]	0%[2.29 µM]	8%[9.22 µM]	21%	u	-13%
O=c1c(Cl)c(NCCO)ncn1-c1ccccc1	-3%	3.9%	5%	0%	-5%	-2%	0%	3%	5%	-2%	-6%
Cc1noc(C)c1-c1ccc2ncnc(NC3CC3)c2c1	2%	-0.8%	9%	-21%	1%	7%	-1%[2.29 µM]	0%[9.22 µM]	u	u	-8%
COc1ccccc1C(=O)N(Cc1nc(-c2ccc(Cl)cc2)no1)C(C)C	66%	-0.7%	9%	u	-3%[2.3 µM]	20%	0%	x	-8%	u	-1%
Cc1ccc2c(CN3C(=O)NC4(CCCCC4)C3=O)cc(=O)oc2c1C	-20%	0.7%	-4%	-8%	-2%	15%	-7%	-2%	u	u	1%
CC(OC(=O)c1cc[n+]([O-])cc1)C(=O)Nc1ccc(Cl)cn1 (centres undefined)	0%	-2.4%	-1%	8%	-5%	12%	0%	0%	3%	-9%	-2%
O=C(NCCC1=CCCCC1)C1CCN(c2nnc(-n3cccc3)s2)CC1	44%	-0.2%	-4%	-3%	-3%	-11%	-8%	-2%	8%	-18%	1%
CN(C)c1ccc(-c2nc(-n3ccnc3)c3ccccc3n2)cc1	u	2.7%	-8%	16%	u	36%[activator]	u	-5%[9.22 µM]	12%	u	-7%
CC(NC(=O)c1ccccc1)(C(=O)O)C(=O)O	8%[11.4 µM]	3.9%[9.22 µM]	2%[9.17 µM]	10%[11.4 µM]	1%[11 µM]	26%[11.5 µM]	-2%[11.4 µM]	-2%[9.22 µM]	-8%[11.4 µM]	-8%[7.6 µM]	2%[11.4 µM]
Cc1ccc(-c2[nH]nc3c2C(c2ccc(OC(=O)N4CCOCC4)cc2)C(C#N)=C(N)O3)cc1 (centres undefined)	5%	2.6%[0.369 µM]	-7%	-28%	-12%	u	3%	5%	-26%	4%	-1%
CCC(C)NC(=O)c1c(-c2cc(Cl)c(OC)c(Cl)c2)noc1C (centres undefined)	22%	0.6%	-6%	2%	1%	0%	2%	10%	0%	-7%	4%
O=C(Nc1ccc2c(c1)CCC2)C1COc2ccccc2O1 (centres undefined)	-19%	-3.3%	-2%	-20%	6%	2%	-12%	-1%	2%	-5%	-3%
CCOc1ccc(CCN2C(=O)C3C4C=CC(C4)C3C2=O)cc1OCC (centres undefined)	-1%	-0.1%	5%	3%	-3%	x	2%	x	4%	1%	-8%
CN(C(=O)COc1cc(=O)n(C)c2ccccc12)c1ccc(Br)cc1	9%	-0.6%	7%	5%	-3%	-8%	-2%	-3%	0%	8%	-5%
CC(C)CCOc1ccc(C(=O)CCNC(C)C(=O)O)cc1 (centres undefined)	16%	-0.8%	1%	-5%	-5%	-7%	-1%	0%	-16%	-5%	-10%
CCOc1ccc(C(C)=O)cc1Cn1nc(C(=O)O)c2ccccc2c1=O	47%	0.4%	-2%	0%	-5%	u	-31%	0%	16%	6.3µM*	-3%
